# Hsp70 inhibitors = Hsp70 inhibitors, probe displacement, primary screen, biochemical, fluorescence polarization (AID 583). Hsp70 fluorescence polarization probe displacement, mP; higher % means a stronger effect. one-dose displacement, % at 20 µM; IC50 in µM for titrated hits. 0.06% of 140,000 active; in the data active = displacement above about 50%;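 note: plate controls were vehicle for no effect and reference ligand for full effect; a part of the inactive calls stands beside numbers as strong as those of hits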
# Rat MKP-3 inhibitors = MKP-3 phosphatase inhibitors, primary screen, biochemical, rat enzyme, in vitro (AID 425); one-dose inhibition, % at 20 µM; IC50 in µM for titrated hits; 0.17% of 110,000 active; recombinant MKP-3 phosphatase activity, fluorescence; higher % means a stronger effect; in the data active = inhibition above about 50%;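 note: plate controls were vehicle for no effect and reference inhibitor for full effect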
# * marks the source's active call; other numbers are inactive results; . = no result given; & = joins results of further samples. A portion of the library; count on the stated rates, not on these rows.
# Start of the listing, in advance (two entries):
smiles	Hsp70 inhibitors	Rat MKP-3 inhibitors
O=C(C1CCCN1S(=O)(=O)c1cccc2cccnc12)N1CCc2ccccc2C1 (stereo not drawn)	8.8%	-8.4%
OC(CCCCN1CCCCC1)c1ccccc1 (stereo not drawn)	-0.7%	-4.0%

# The list itself, from the start:
smiles	Hsp70 inhibitors	Rat MKP-3 inhibitors
O=C(C1CCCN1S(=O)(=O)c1cccc2cccnc12)N1CCc2ccccc2C1 (stereo not drawn)	8.8%	-8.4%
OC(CCCCN1CCCCC1)c1ccccc1 (stereo not drawn)	-0.7%	-4.0%
Cc1cc(/C=N/n2cnnc2)c(C)n1-c1ccc(I)cc1	0.2%	-2.2%
CC(=O)OCc1ccc(-c2ccc([N+](=O)[O-])cc2)o1	6.9%	-7.5%
CN1CCCC(OC(=O)CCCCC(=O)OC2CCCN(C)C2)C1 (stereo not drawn)	1.2%	-6.9%
CN(C)C(CN1C(=O)C2CC=CCC2C1=O)c1cn(C)c2ccccc12 (stereo not drawn)	5.9%	-11.7%
O=C(CN1C(=O)COc2ccccc21)c1ccc(Cl)cc1	8.4%	-4.2%
COc1ccccc1C(=O)Nc1ccc(Br)cc1	-1.5%	-1.5%
CNC(=O)CSc1nnnn1-c1ccc2c(c1)OCCO2	-3.2%	.
COc1ccc2oc(=O)c(C(=O)NCCc3ccccc3)cc2c1	4.2%	-3.7%
CCN(CC)C(=O)CSc1nc2c(sc(=S)n2CC)c(=O)n1-c1ccccc1	9.1%	.
COc1cc(/C=C2\SC(=S)N(c3cccc(C(=O)O)c3)C2=O)ccc1O	-8.6%	-2.6%
Cc1cc(=O)[nH]c(SCC(=O)Nc2ccccc2Br)n1	-1.6%	4.3%
CC1Cc2ccccc2N1C(=O)CN1C(=O)NC(C)(c2ccc3c(c2)OCCO3)C1=O (stereo not drawn)	3.5%	-9.7%
O=C(c1ccccc1Cl)N1CCN(c2c(Cl)cccc2[N+](=O)[O-])CC1	0.2%	2.8%
O=C(CC1Nc2ccccc2NC1=O)Nc1cc(Cl)cc(Cl)c1 (stereo not drawn)	2.7%	.
CC(=O)c1cccc(NC(=O)Nc2ccc(C(=O)N3CCCC3)cc2)c1	-3.3%	-13.1%
CC(=O)OC1CSc2nc3ccccc3n2C1 (stereo not drawn)	-0.8%	-6.9%
COC(=O)C(Nc1nccs1)(OC)C(F)(F)F (stereo not drawn)	29.7%	-7.3%
COc1ccc(C2OC(=O)c3ccccc3S2)cc1 (stereo not drawn)	5.1%	-14.0%
CC1CCCCC1NC(=O)Cn1[nH]c(=O)c2ccccc2c1=O (stereo not drawn)	3.4%	-7.4%
C/C(CC(=O)Nc1ccccc1-c1ccccc1)=N\NC(=O)COc1ccc(C)cc1Br	-2.3%	.
COC(=O)C1=C(C)N(c2ccc(F)cc2)C(=O)/C1=C\c1ccc(OCC(=O)NCC2CCCO2)cc1 (stereo not drawn)	4.1%	5.2%
O=C(CSC1=NCCS1)NC1CCCC1	2.1%	.
N#CC(C#N)=Cc1ccc(-c2ccc(Cl)c(C(=O)O)c2)o1	11.7%	-0.1%
C=CCNC1=C(Cl)C(=O)N(c2ccccc2Cl)C1=O	-1.7%	4.2%
CCC1(C)CC(CC(=O)O)(c2ccccc2OC)CCO1 (stereo not drawn)	9.3%&-2.3%	-15.1%&0.4%
CCOC(=O)c1c(NC(=O)/C=C/c2ccc(OC)c(OC)c2)sc2c1CC(C)(C)OC2	-4.2%	-0.6%
Cc1cc(C)cc(NC(=O)CSc2nc3c(c(=O)n2C)SC(C)C3)c1 (stereo not drawn)	0.0%	-4.8%
CCC(C)NC(=O)c1ccc(CSCc2cccc(F)c2)o1 (stereo not drawn)	2.4%	.
Cc1ccccc1-c1nc2ccccc2c(=O)n1C1CCS(=O)(=O)C1 (stereo not drawn)	2.8%	-0.9%
CCOC(=O)c1ccc2c(c1)N(Cc1ccccc1C)C(=O)c1ccccc1S2=O (stereo not drawn)	6.6%	7.7%
CC(C)(C)n1nnnc1C(c1ccccc1F)N1CCN(C2CCCC2)CC1 (stereo not drawn)	-2.4%	-3.7%
Cc1ccc(/C=N/NC(=O)Cc2nnc(N)s2)cc1	4.3%	1.0%
CCN(CC)CC(=O)n1c2c(c3ccccc31)CCCC2	1.9%	-8.4%
COc1ccc2c(c1)C(=O)OC2CC(=O)O (stereo not drawn)	5.1%	-4.0%
Cc1cccc(C#N)c1NC1=CC(=O)CC(C)(C)C1	1.5%	-15.3%
O=C(O)c1ccc(Cl)c(S(=O)(=O)N2CCCC2)c1	-0.2%	-0.2%
O=C(Nc1ccc2nn(-c3ccc(F)cc3)nc2c1)c1ccco1	-1.5%	11.1%
CC1CC(C)CN(C(=O)COC(=O)c2ccc[nH]c2=O)C1 (stereo not drawn)	-3.4%	.
COc1ccc(NC(=O)CN(c2cccc(F)c2)S(C)(=O)=O)cc1OC	-0.3%	-6.7%
COc1ccc(C)cc1NC(=O)C1C2C=CC(O2)C1C(=O)O (stereo not drawn)	-1.3%	-2.0%
Cc1ccc(Cn2c(=S)[nH]c3ccc(N4CCOCC4)cc3c2=O)o1	3.2%	26.0%
CCOC(=O)C1=C(CC)OC(N)=C(C#N)C1c1cc(OC)ccc1OC (stereo not drawn)	-4.0%	3.6%
O=C(CCCC(=O)N(CC(=O)NC1CCCCC1)Cc1ccco1)Nc1ccccn1	-2.2%	-8.2%
O=C(CSc1nnnn1Cc1ccccc1)Nc1ccc2c(c1)OCCO2	1.7%	0.5%
O=C(NC1CCCCC1)C(c1ccc(Cl)cc1)N1CCC2(CC1)OCCO2 (stereo not drawn)	0.9%	.
CCOC(=O)CCSc1nc(-c2ccccc2)cc(C(F)(F)F)n1	-2.4%	.
CCC(=O)NCCNC(=O)c1c(SC)nsc1SC	-1.7%	13.2%
O=C1Oc2ccc(Cl)cc2C1c1ccccc1 (stereo not drawn)	-4.7%	3.1%
c1ccc(-c2noc(CSc3nnnn3-c3ccccc3)n2)cc1	.	-1.9%
Cc1ccc(-c2nnn(CC(=O)O)n2)cc1	0.0%	-7.0%
Cc1cc(C)c(C(N)=O)c(Nc2ccc(Cl)cc2)n1	-4.4%	4.2%
Cc1ccc(Cc2cnc(NC(=O)/C=C/c3ccc(C)o3)s2)cc1	0.5%	7.9%
CCc1nnc(NC(=O)CSc2nnc(C3CCCCC3)n2-c2cccc(Cl)c2)s1	-2.3%	.
Cn1c(=O)c2c(nc(NCC3CCCO3)n2Cc2cccc(Br)c2)n(C)c1=O (stereo not drawn)	1.9%	.

# Given with values ahead of the structure: entries from further up
Hsp70 inhibitors	Rat MKP-3 inhibitors	Molecule
1.5%	-15.3%	Cc1cccc(C#N)c1NC1=CC(=O)CC(C)(C)C1
0.0%	-7.0%	Cc1ccc(-c2nnn(CC(=O)O)n2)cc1

# Continued:
smiles	Hsp70 inhibitors	Rat MKP-3 inhibitors
COc1ccc(OC(=O)c2cc(S(=O)(=O)N3CCCC3)ccc2Cl)cc1	0.8%	.
Cc1ccc(-c2cc(-c3nnc(SCC(=O)NC(C)C(C)C)n3N)c3ccccc3n2)cc1 (stereo not drawn)	3.0%	.
Cc1nc(CS(=O)c2ccc(Cl)cc2)cc(NCc2ccc(Cl)cc2Cl)n1 (stereo not drawn)	-1.1%	.
CCOc1cc(NC2CS(=O)(=O)CC2O)c(OCC)cc1NC(=O)c1ccccc1 (stereo not drawn)	7.8%	6.3%
Brc1cccc(-c2nnc3sc(CNCc4ccco4)cn23)c1	4.8%	-0.8%
Cc1ccc(-c2ccc(OCC(=O)Nc3ncn[nH]3)cc2)cc1	1.0%	2.6%
Cn1c(=O)c2c(nc(Br)n2CC(=O)C23CC4CC(CC(C4)C2)C3)n(C)c1=O	-0.3%	-7.1%
CC(C)N(C(=O)CSc1nnc(CNc2ccc(F)cc2)o1)C(C)C	2.5%	.
O=C1CC(N2CCN(CCO)CC2)C(=O)N1c1ccccc1 (stereo not drawn)	-0.2%	-1.1%
CC(C)(C)CC(C)(C)NC1=CC(=O)OC12CCCCC2	2.6%&3.5%	0.0%
COc1ccc(OC)c(-n2cnnn2)c1	-6.9%&-2.4%	-5.3%&2.9%
COc1cccc(-c2nnc(SCC(=O)Nc3ccc4c(c3)OCCO4)n2Cc2ccco2)c1	3.4%	-1.1%
Cc1ccc([N+](=O)[O-])cc1Cc1ccccc1	5.1%	0.1%
O=CNC(NC(=S)Nc1ccc(F)cc1)C(Cl)(Cl)Cl (stereo not drawn)	0.6%	3.1%
O=C1CC2c3ccccc3C1C1C(=O)N(c3ccccc3)C(=O)C21 (stereo not drawn)	4.3%	1.1%
COc1nc(NC2CCCCC2)nc(N2CCCCCC2)n1	4.9%	.
Cc1ccc2c(CSc3nncs3)cc(=O)oc2c1	8.2%	-8.7%
CC(C)(C)c1ccc(C(=O)Nc2c(F)c(F)c(F)c(F)c2F)cc1	4.3%	-2.6%
COC(=O)C1C(=O)C=C(N2CCOCC2)CC1(C)C (stereo not drawn)	0.5%	-15.6%
CCOc1ccc(C(=O)Nc2ccc(NC(=O)c3cccc(C)c3)cc2)cc1	-1.9%	0.3%
O=C(C1CCCN(Cc2ccc3c(c2)OCO3)C1)N1CCCC1 (stereo not drawn)	1.3%	-14.8%
O=C(NCC1CCCO1)C(c1ccc(F)cc1)N(Cc1ccc(F)cc1)C(=O)Cn1nnc(-c2cccs2)n1 (stereo not drawn)	-2.3%	.
COc1ccccc1NC(=O)COc1ccc(Br)cc1	1.6%	2.1%
CCCc1noc2c1C(c1ccoc1)C(C#N)=C(N)N2 (stereo not drawn)	6.1%	6.8%
Cc1cc(NC2C3CC4CC(C3)CC2C4)n2nnnc2n1 (stereo not drawn)	5.1%	-1.5%
O=C1c2cccc3cccc(c23)C(=O)N1CCN1CCN(CC(O)c2ccc([N+](=O)[O-])cc2)CC1 (stereo not drawn)	1.7%	2.7%
COc1ccc(CN2CCN(C3CCCC3)CC2)cc1Br	2.3%	5.5%
CN1CCN(CC(=O)Nc2ccc(Cl)cc2Cl)CC1	-2.3%	-2.0%
CCOc1ccc(C2=C/C(=C/c3cc(Br)c(OC)cc3OC)C(=O)O2)cc1	-2.3%	3.5%
COc1ccccc1C(=O)N1CCc2ccccc21	2.0%	-5.0%
COc1ccc(/C=C(/NC(=O)c2ccco2)C(=O)Nc2ccc3ccccc3c2)cc1	1.3%	0.3%
COCC(=O)Nc1ccc(N(C)C)cc1	2.3%	-2.5%
COc1ccc(CCN2C(=O)/C(=C/c3c(NCCCn4ccnc4)nc4c(C)cccn4c3=O)SC2=S)cc1OC	-29.3%	3.0%
CC1CN(S(=O)(=O)c2ccc(NC(=O)CCCN3C(=O)c4ccccc4C3=O)cc2)CC(C)O1 (stereo not drawn)	2.4%	6.5%
COc1ccc(NC(=O)CN(c2cc(Cl)cc(Cl)c2)S(C)(=O)=O)cc1OC	-1.9%	-0.1%
CC1=C(C(=O)Nc2cccnc2)C(c2cccnc2)n2nc(-c3cccs3)nc2N1 (stereo not drawn)	-0.9%	-5.8%
COc1ccc2c(c1)c(=O)c(Br)c(C)n2Cc1ccccc1	-3.4%	-17.6%
COc1ccc(OCC(=O)Nc2ccccc2O)cc1	-1.4%	.
Oc1c(C(c2cccs2)N2CCN(c3ccccc3)CC2)sc2ncnn12 (stereo not drawn)	-0.1%	-11.2%
CC(=O)Nc1sc2c(c1C(=O)Nc1ccccc1C)CCC2	5.7%	-2.1%
COc1ccc(S(=O)(=O)N(CC(=O)NC2CCCCC2)c2cc(C)cc(C)c2)cc1OC	-0.8%	-0.2%
O=C(CC1(O)C(=O)Nc2ccccc21)c1ccco1 (stereo not drawn)	-6.0%	1.4%
CSc1nc2nc3c(c(=O)n2[nH]1)CCC3	0.7%	.
O=c1c2c(-c3ccccc3)csc2ncn1/N=C/c1ccccn1	-1.1%	2.1%
COc1ccc2c(c1)-c1c(ssc1=S)C(C)(C)N2C(=O)COc1ccccc1	1.9%	3.4%
COc1ccc(-c2ccc(/C=C/C(=O)c3ccc(Cl)cc3)o2)cc1	-37.4%	-0.2%
O=C(O)c1ccc(S(=O)(=O)n2cnc3ccccc32)cc1	-2.2%	0.1%
CCCN(CCC)CCCNC(=O)c1cc2cc3ccc(OC)cc3nc2o1	6.1%	9.7%
CC(=O)c1ccc(N2C(=O)c3ccc(C(=O)O)cc3C2=O)cc1	-0.3%	0.9%
NS(=O)(=O)c1cccc(NC(=O)c2sc3ccccc3c2Cl)c1	-0.6%	-1.1%
COc1ccc(NC(=O)C2CC2)c(OC)c1	-4.3%	1.8%
O=C(Cn1nc(Cc2cccnc2)c2ccccc2c1=O)NCc1ccc2c(c1)OCO2	0.1%	-3.2%
CC1(C)CC(=O)C=C(Nc2ccc(Br)cn2)C1	-0.1%	-0.3%

# Another view of four compounds above.
Hsp70 inhibitors,Rat MKP-3 inhibitors,SMILES
-0.6%,-1.1%,NS(=O)(=O)c1cccc(NC(=O)c2sc3ccccc3c2Cl)c1
-4.3%,1.8%,COc1ccc(NC(=O)C2CC2)c(OC)c1
0.1%,-3.2%,O=C(Cn1nc(Cc2cccnc2)c2ccccc2c1=O)NCc1ccc2c(c1)OCO2
-0.1%,-0.3%,CC1(C)CC(=O)C=C(Nc2ccc(Br)cn2)C1

# High-throughput results deposited in PubChem by Sanford-Burnham Center for Chemical Genomics.
